MsrA act: bovine MsrA enzyme activators, primary screen, biochemical, absorbance, HTS. activation, % at 10.6 µM. purified bovine MsrA, absorbance read-out. AID 602163, 2012. 360,000 tested, 0.3% active; in the data active = activation above about 7.5%;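 note: 0% = vehicle and 100% = reference activator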
MT1-MMP act inh: blockers of MT1-MMP proenzyme processing, primary screen, HT1080 RFP-PRO-GFP cells, GFP/RFP fluorescence. Matrix metalloproteinase-14 (Homo sapiens), P50281. 360,000 tested, 0.061% active. GFP/RFP ratio fluorescence, overnight; percent of plate control window, DMSO zero. AID 651647, 2012. GFP/RFP ratio change, % at 20 µM;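 active = GFP/RFP ratio change of at least 30% with cell ATP level not reduced by more than half and red fluorescence within 50% of control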; note: strong numbers were not always called active
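system = RFP-PRO-GFP reporter HT1080 cells | dosing = 20 µM single dose, 1% DMSO | timing = overnight cell settling, then overnight compound exposure, 37 °C, 5% CO2 | read-out basis = GFP/RFP fluorescence ratio | controls = DMSO and RFP-L50D-GFP cell wells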
FAS-TE inh: FAS thioesterase domain inhibitors, primary screen, biochemical, fluorescence intensity, uHTS | recombinant FAS-TE, OMFH fluorogenic substrate, fluorescence endpoint | AID 602261, 2012 | Fatty acid synthase (Homo sapiens), P49327 | inhibition, % at 15 µM | 360,000 tested, 0.67% active;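 active = compounds whose normalised, plate-corrected inhibition of enzyme fluorescence in the single-dose primary screen is 50% or more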;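 note: 0% = DMSO with enzyme and 100% = substrate without enzyme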
Target sequence (P49327 whole entry, looked up, the tested form may be a part): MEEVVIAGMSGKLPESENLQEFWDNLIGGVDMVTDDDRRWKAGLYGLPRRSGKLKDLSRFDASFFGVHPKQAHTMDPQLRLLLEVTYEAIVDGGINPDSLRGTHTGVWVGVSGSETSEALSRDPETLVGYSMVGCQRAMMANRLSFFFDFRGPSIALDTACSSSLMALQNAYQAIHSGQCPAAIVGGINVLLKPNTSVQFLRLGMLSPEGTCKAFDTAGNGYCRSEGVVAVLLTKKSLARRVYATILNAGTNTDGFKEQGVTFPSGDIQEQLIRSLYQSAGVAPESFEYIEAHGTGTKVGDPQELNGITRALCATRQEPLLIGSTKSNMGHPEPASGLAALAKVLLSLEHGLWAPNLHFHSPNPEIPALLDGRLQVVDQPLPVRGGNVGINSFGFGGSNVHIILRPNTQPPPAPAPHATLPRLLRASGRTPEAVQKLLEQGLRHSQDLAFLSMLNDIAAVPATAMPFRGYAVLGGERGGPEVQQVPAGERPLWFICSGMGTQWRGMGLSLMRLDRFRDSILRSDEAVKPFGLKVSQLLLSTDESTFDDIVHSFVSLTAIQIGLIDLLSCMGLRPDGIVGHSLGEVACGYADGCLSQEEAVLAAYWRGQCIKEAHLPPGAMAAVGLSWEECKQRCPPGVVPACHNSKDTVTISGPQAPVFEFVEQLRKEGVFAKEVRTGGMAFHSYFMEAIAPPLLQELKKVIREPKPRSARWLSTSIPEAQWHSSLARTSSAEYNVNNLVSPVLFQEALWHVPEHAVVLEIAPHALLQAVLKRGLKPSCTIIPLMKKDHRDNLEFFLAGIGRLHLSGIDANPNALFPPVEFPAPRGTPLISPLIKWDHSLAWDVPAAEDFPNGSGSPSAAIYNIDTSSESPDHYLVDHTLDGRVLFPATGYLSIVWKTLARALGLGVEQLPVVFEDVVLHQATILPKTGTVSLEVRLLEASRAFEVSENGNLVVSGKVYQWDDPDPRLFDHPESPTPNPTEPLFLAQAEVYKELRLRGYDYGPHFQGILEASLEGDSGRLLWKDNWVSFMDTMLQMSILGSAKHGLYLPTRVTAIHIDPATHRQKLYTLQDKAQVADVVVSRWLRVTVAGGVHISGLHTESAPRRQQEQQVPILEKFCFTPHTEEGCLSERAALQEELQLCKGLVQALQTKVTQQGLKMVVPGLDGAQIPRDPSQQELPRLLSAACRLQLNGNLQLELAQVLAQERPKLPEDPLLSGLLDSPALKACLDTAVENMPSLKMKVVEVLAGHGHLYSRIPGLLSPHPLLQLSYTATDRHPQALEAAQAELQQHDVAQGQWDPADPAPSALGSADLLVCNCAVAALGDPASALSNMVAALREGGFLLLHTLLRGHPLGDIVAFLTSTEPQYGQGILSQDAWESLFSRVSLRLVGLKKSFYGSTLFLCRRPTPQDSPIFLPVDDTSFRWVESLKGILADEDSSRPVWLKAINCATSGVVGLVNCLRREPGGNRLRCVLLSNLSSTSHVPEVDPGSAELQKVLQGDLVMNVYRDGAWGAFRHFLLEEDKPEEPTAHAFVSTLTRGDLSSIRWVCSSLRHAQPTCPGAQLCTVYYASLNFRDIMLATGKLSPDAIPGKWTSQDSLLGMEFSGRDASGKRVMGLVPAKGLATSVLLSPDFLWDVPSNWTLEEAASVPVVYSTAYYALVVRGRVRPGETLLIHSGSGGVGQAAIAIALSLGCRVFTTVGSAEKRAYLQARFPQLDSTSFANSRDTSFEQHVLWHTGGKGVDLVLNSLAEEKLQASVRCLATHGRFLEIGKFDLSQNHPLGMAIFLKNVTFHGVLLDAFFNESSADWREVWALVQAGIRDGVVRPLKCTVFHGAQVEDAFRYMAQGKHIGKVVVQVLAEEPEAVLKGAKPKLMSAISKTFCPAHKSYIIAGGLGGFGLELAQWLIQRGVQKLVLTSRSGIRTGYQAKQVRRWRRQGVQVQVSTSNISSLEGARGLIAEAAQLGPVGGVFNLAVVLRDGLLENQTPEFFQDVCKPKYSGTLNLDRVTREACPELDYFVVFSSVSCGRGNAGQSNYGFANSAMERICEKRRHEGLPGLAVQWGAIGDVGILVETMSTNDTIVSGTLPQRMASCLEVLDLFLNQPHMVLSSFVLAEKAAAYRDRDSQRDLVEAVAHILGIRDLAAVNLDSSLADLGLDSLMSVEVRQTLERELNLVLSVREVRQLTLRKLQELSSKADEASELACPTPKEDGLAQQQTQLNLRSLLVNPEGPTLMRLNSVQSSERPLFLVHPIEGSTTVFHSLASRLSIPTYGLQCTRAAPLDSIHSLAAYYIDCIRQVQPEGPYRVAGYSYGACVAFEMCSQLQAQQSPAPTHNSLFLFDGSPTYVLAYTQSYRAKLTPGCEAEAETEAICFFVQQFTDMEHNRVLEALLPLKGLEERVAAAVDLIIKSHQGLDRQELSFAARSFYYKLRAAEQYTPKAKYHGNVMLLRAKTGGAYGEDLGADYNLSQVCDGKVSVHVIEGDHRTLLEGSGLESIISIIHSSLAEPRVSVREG
E coli Lon inh: inhibitors of E. coli Lon protease, primary screen, biochemical, fluorescence polarization. purified E. coli Lon protease. 360,000 tested, 0.42% active. inhibition, % at 7.94 µM. AID 602123, 2011; in the data active = inhibition above about 13%, passing the limit was not always enough;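 note: 0% = enzyme with probe and DMSO and 100% = no enzyme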
MsrA inh: bovine MsrA enzyme inhibitors, primary screen, biochemical, absorbance, HTS; Methionine sulfoxide reductase A (Bos taurus); purified bovine MsrA, absorbance read-out; inhibition, % at 15.5 µM; 360,000 tested, 0.75% active; AID 651718, 2012; in the data active = inhibition above about 4.5%;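 note: 0% = vehicle wells with enzyme and 100% = reference inhibitor wells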
TbMetRS inhib: T. brucei MetRS inhibitors, primary screen, biochemical, luminescence. 360,000 tested, 0.4% active. inhibition, % at 11.9 µM. methionyl-tRNA synthetase (Trypanosoma brucei brucei). purified T. brucei MetRS, ATP depletion, Kinase-Glo luminescence;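 active = inhibition above a per-plate cutoff of the control wells' mean inhibition plus 3 SD, cut at about 5.5% in these data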;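 note: 0% = DMSO wells median and 100% = median of wells with control inhibitor compound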
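Assay system: T. brucei methionyl-tRNA synthetase, purified | Medium: HEPES buffer with MgCl2, KCl, DTT, spermine, BSA, pyrophosphatase | Compound: 11.9 µM single point | Incubation: 15 min enzyme-compound preincubation, 2 h reaction, 10 min detection, 25 °C | Measured by: Kinase-Glo luciferase luminescence reporting remaining unconsumed ATP | Measure: % inhibition normalized to control-well medians | Replication: Singlicate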
SKN-1 block: suppressors of acrylamide-induced Pgst-4::GFP reporter in worms, primary screen, SKN-1 inhibitor project, whole organism, uHTS, GFP/RFP fluorescence ratio, strain VP596. inhibition, % at 21.8 µM. C. elegans VP596 Pgst-4::GFP/RFP ratio, 24 h. 360,000 tested, 0.49% active. AID 624304, 2012;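 active = interference check ratio from 0.5 to 1.5 plus GFP to RFP signal ratio inhibition reaching or exceeding a fixed threshold, cut at about 30% in these data, passing the limit was not always enough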; note: some compounds called inactive have numbers as strong as hits
PABP1 MLLE inh: inhibitors of PABP1 MLLE–PAM2 peptide binding, primary screen, biochemical, fluorescence polarization, FITC-PAM2, GST-MLLE; Polyadenylate-binding protein 1 (Homo sapiens), P11940; inhibition, % at 20 µM; 360,000 tested, 0.36% active; AID 588489, 2011; in the data active = inhibition above about 35%, passing the limit was not always enough;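 note: plate controls were DMSO wells with GST-MLLE for no effect and wells lacking GST-MLLE protein for full effect; some results filed as inactive read as strong as hits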
CendR NRP1 mod: modulators of CendR peptide binding to NRP-1, primary screen, biochemical, fluorescence polarization, uHTS; FAM-RPARPAR peptide binding to NRP-1; Neuropilin-1 (Homo sapiens), O14786; AID 602438, 2012; 360,000 tested, 0.85% active; inhibition, % at 25 µM;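 active = inhibition or corrected inhibition above about 18%, plus a signal ratio from 0.5 to 1.5, limit read from the data, passing the limit was not always enough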; note: strong numbers were not always called active
The depositor's hits bear a star; · = no result given. Compounds were not picked by outcome; about 4% have a hit in one of these screens.

SMILES	MsrA act	MT1-MMP act inh	FAS-TE inh	E coli Lon inh	MsrA inh	TbMetRS inhib	SKN-1 block	PABP1 MLLE inh	CendR NRP1 mod
CCOc1ccc(-c2nnc(SCC(=O)N(CC)CC)n2N)cc1	2	1	-9	6	0.3	0.3	-22	8	-9
COc1ccc(CN(C(=O)CCC(=O)N2CCCCC2)c2nccs2)cc1OC	-7	-14	-1	-8	-0.9	-1.1	-8	-2	2
COc1cc(C(=O)OCc2cccc(S(=O)(=O)N3CCOCC3)c2)ccc1OCC(C)C	-8	-1	20	10	1.3	-0.6	-5	1	0
CC1CCCCC1NC(=O)c1cn(C)c2ccc(S(=O)(=O)N3CCCC3)cc2c1=O (centres undefined)	-3	-4	18	-10	0.7	1.2	14	-13	-8
O=C1CN(C(=O)COC(=O)CCC(=O)c2ccc(Cl)cc2)c2ccccc2N1	-1	-1	5	-14	-0.2	0.6	14	-4	2
O=[N+]([O-])c1ccc(/C=N/Nc2nc(N3CCCCCC3)nc(N3CCCCCC3)n2)o1	0	3	-5	-5	2.2	-0.7	7	-53	-45
Cn1c(CC(=O)Nc2ccccc2F)nnc1SCC(=O)NC1=NCCS1	-6	1	-2	2	-0.3	-0.1	-15	4	8
COc1ccc(OC)c(NC(=O)c2cc3ccccc3o2)c1	-13	-6	12	-6	1.0	-1.1	-3	-9	-15
O=C(CCS(=O)(=O)c1ccc(Br)cc1)N1CCN(c2ccccc2Cl)CC1	-3	3	17	-8	0.4	-0.6	10	-2	1
Cc1[nH]n(-c2ccccc2)c(=O)c1N=Nc1ccc(Cl)cc1	-2	5	3	-4	1.1	0.1	4	-4	-11
CC(=O)c1cn(-c2ccc([N+](=O)[O-])cc2)c(=O)n(C)c1=O	-2	7	-4	8	0.1	0.1	-9	6	7
CN(Cc1ccccc1)C(=O)c1cccc(N2C(=O)NC3CC2(C)Oc2ccccc23)c1 (centres undefined)	-1	-1	0	4	-0.4	-0.8	19	5	0
O=[N+]([O-])c1cc(Cl)ccc1N1CCOCC1	-7	3	0	2	0.0	-0.6	4	9	7
COc1ccc(S(=O)(=O)NC2CCCC2)cc1NC(C)=O	-12	4	-5	0	1.3	-0.3	-6	-3	-9
COc1ccccc1CNC(=O)CSc1ncc(C(=O)Nc2ccccc2)c(=O)n1C	-2	-1	-1	-7	0.7	-0.5	-26	33	-4
CCC1Sc2ccccc2N(CC(=O)NC2CC2)C1=O (centres undefined)	0	1	-5	-2	0.3	-0.3	-15	7	-4
CC(=O)Nc1ccc(S(=O)(=O)Nc2nc3ccccc3nc2N2CCCC2)cc1	-3	0	-7	-1	1.2	-1.4	24	-3	-4
CCCCC(CC)COC(=O)c1ccc(N(C)C)cc1 (centres undefined)	-4	-3	21	-1	0.0	-0.7	1	-4	-2
CCOc1ccc(C(C(=O)NC2CCCCC2)N(C(=O)c2ccco2)c2ccc(-n3cnnn3)c(C)c2)cc1 (centres undefined)	1	-3	28	-2	0.1	-0.5	17	0	-8
O=C(COC(=O)CCc1nc2ccccc2s1)Nc1ccc(S(=O)(=O)N2CCOCC2)cc1	-10	-1	-16	-4	-0.2	-0.5	-5	-1	12
Cn1c(NC(=O)c2ccco2)cc(=O)n(C)c1=O	-3	-2	-8	1	2.8	0.3	3	0	0
O=C(Cn1cnc(S(=O)(=O)N2CCCCC2)c1)N1CCN(c2ccc([N+](=O)[O-])cc2)CC1	-3	3	-2	13	·	0.0	10	4	-3
CC(C)CCN=Cc1c(O)n(-c2ccccc2)c(=O)c2ccccc12	-2	5	12	-8	0.4	-0.8	-5	6	-11
Cc1noc(C)c1C(=O)N1CCC(Cc2ccccc2)CC1	3	-2	-4	-10	-0.8	-0.1	9	3	-5
CC1CCN(C(=S)c2ccc(-c3ccc(Cl)cc3Cl)o2)CC1	-3	0	27	-6	2.6	-0.2	5	30	0
Cc1cc(C)nc(SCc2nnc(SCC(=O)Nc3ccc(C)c(C)c3)n2Cc2ccco2)n1	0	·	7	1	-0.5	-1.1	8	-40	-11
CCCCN(C(=O)COc1ccc(F)cc1)c1c(N)n(CC(C)C)c(=O)[nH]c1=O	-3	1	-4	-1	0.7	0.3	8	9	7
CC(N=C1NS(=O)(=O)c2ccccc21)C(=O)Nc1ccc(F)cc1Cl (centres undefined)	5	-2	-5	-8	0.3	-0.3	-2	4	4
CCOC(=O)[C@]12CCCC=C1N(Cc1ccc(Cl)cc1Cl)C(=O)[C@H](CC(=O)N1CCOCC1)C2	-3	-1	-4	-11	0.7	-0.5	10	·	7
CCOc1ccc(C2C(C#N)=C(N)SC(N)=C2C#N)c(OCC)c1	-5	-146	-126	-455	1.4	-0.6	2	144	144

Reprinted from the part before: three compounds; new compounds follow.
SMILES	MsrA act	MT1-MMP act inh	FAS-TE inh	E coli Lon inh	MsrA inh	TbMetRS inhib	SKN-1 block	PABP1 MLLE inh	CendR NRP1 mod
CC(N=C1NS(=O)(=O)c2ccccc21)C(=O)Nc1ccc(F)cc1Cl (centres undefined)	5	-2	-5	-8	0.3	-0.3	-2	4	4
CCOC(=O)[C@]12CCCC=C1N(Cc1ccc(Cl)cc1Cl)C(=O)[C@H](CC(=O)N1CCOCC1)C2	-3	-1	-4	-11	0.7	-0.5	10	·	7
CCOc1ccc(C2C(C#N)=C(N)SC(N)=C2C#N)c(OCC)c1	-5	-146	-126	-455	1.4	-0.6	2	144	144
COc1ccc(-c2nc(CCl)cs2)cc1	-1	2	3	6	2.2	-0.9	24	16	-18
C=CCOc1ccccc1CN(CCc1ccccc1)C(=O)c1cccc(S(C)(=O)=O)c1	-2	-1	18	-1	2.1	-0.9	21	8	-1
CN(NC(=O)c1ccc(Cl)cc1)c1cccc(Cl)n1	-5	-1	-4	11	1.0	-1.1	7	7	-1
CCCNC(=O)C1(C)CCCN(Cc2ccc(C(=O)OCC)o2)C1 (centres undefined)	1	0	-2	0	-0.3	-0.4	10	3	6
COc1cc(C(=S)N2CCCCC2)ccc1OCC(=O)Nc1ccccc1Cl	-8	5	13	-6	-1.2	-1.3	10	19	6
Cc1ccc(NC(=O)C2(C)CCN2C(=O)Cc2ccccc2)cc1C (centres undefined)	-1	-1	0	-1	0.0	-0.3	8	12	-21
COc1cccc(-c2nn3c(-c4ccco4)nnc3s2)c1	-3	-3	-1	-7	0.5	-0.5	13	-1	-6
Cc1cc([N+](=O)[O-])c2ccccc2c1NS(=O)(=O)c1ccccc1	-2	5	16	-6	1.0	0.2	-12	-3	17
CC1=CC2=NC(=O)/C(=C\c3cc(C)n(-c4ccccc4)c3C)C(=N)N2O1	-2	-4	20	-1	0.0	0.2	15	0	-3
Cc1ccc(NC(=O)COC(=O)Cn2c(C)csc2=O)cc1S(=O)(=O)N1CCOCC1	-9	6	-5	7	-0.3	-0.1	4	1	7
CC(=O)N1CCc2cc(Br)cc(S(=O)(=O)N3CCCCC3)c21	-2	0	5	3	-0.4	-0.6	9	5	10
Cc1cc(S(=O)(=O)Nc2c(C)ccc3nsnc23)ccc1F	-12	0	-6	1	0.2	-1.3	19	2	-5
COCCCNC(=S)NNC(=S)NCCCOC	-2	1	-8	1	0.3	0.3	11	25	10
Cc1cccc(NC(=O)N2CCCC2C(=O)Nc2ccccc2)c1 (centres undefined)	-1	-3	-3	-11	0.6	0.1	11	-5	-4
CCOc1ccc2[nH]c(=O)c(CN(CCN3CCCC3)C(=S)Nc3ccccc3OCC)cc2c1	-3	-1	0	7	-1.0	-0.1	3	-37	-11
CC(=O)N1CCC(C(=O)N2CCN(S(=O)(=O)c3cccs3)CC2)CC1	-2	2	-6	0	-0.4	-0.3	5	2	37*
CCc1c(O)nc(SCC(=O)c2ccccc2)n(-c2ccccc2)c1=O	-5	4	-5	2	-1.0	0.3	-2	18	-2
Cc1nc2cc(Cc3ccccc3)ccc2o1	-3	5	-5	-5	-1.6	-0.3	3	3	15
Cc1cccc(OCCn2c(-c3ccco3)nc3ccccc32)c1	-11	-10	14	-5	-0.7	-1.8	-16	10	28*
Cc1ccc(Nc2nc(Cl)c(C=O)s2)cc1	-3	-15	1	-35	1.8	-0.4	25	-95	-72
Cc1ccc2c(c1)N(Cc1cccc(F)c1)C(=O)C(C)O2 (centres undefined)	0	0	15	-4	-1.0	-0.4	18	13	8
Cn1c(CSCc2ccccc2)nnc1SCC(=O)Nc1nccs1	-6	7	-6	-2	-1.2	-0.6	2	-1	7
CCOC(=O)COc1cccc(C2NC(=O)c3ccccc3O2)c1 (centres undefined)	-3	-2	-2	11	-0.9	-0.2	8	-6	-1
C[C@@H]1CCCCO[C@H](CN(C)C(=O)Cc2ccccc2)[C@H](C)CN([C@@H](C)CO)C(=O)c2cc(NC(=O)Nc3ccc(F)cc3)ccc2O1	3	6	8	-3	0.1	0.6	-22	-13	-11
COC(=O)[C@]12CCCCC=C1N(Cc1cccc3ccccc13)C(=O)[C@H](CC(=O)NCCCN1CCCC1=O)C2	-2	3	-5	-2	-0.5	0.3	-9	·	-1
O=S1(=O)CC(N2CCSCC2)CN1Cc1cn(Cc2ccc(C(F)(F)F)cc2)nn1 (centres undefined)	-2	4	-8	-7	1.2	0.1	7	·	-2
Cn1c(N)c(C(C[N+](=O)[O-])c2ccccc2Cl)c(=O)n(C)c1=O (centres undefined)	-3	-2	-3	7	-0.4	0.5	8	4	2
N#Cc1cc(C#N)c(N2CCN(c3ccccn3)CC2)nc1N	-2	-6	0	5	4.7*	-0.7	1	-4	-9
CCSc1nnc(NC(=O)C2C3CCC(C3)C2C(=O)O)s1 (centres undefined)	-4	-152	-7	-4	-0.3	-0.6	-12	-3	2
CCCCOc1ccc(N(CC(=O)NC(C)(C)C)C(=O)CCC(=O)Nc2nccs2)cc1	1	1	4	4	0.6	-1.1	6	14	-3
Cc1ccc(-c2nc3ccccc3[nH]2)cc1NC(=S)NC(=O)c1ccccc1Br	-1	2	18	3	1.3	-0.2	9	25	4
CS(=O)(=O)Nc1ccc(C(=O)N2CCCCC2)cc1	-14	1	-8	1	0.9	-1.8	-11	0	-3
Cc1ccc(NC(=O)c2ccc(S(=O)(=O)N3CCC(C)CC3)cc2)cc1	-1	2	-3	9	-0.9	-0.2	11	-14	-1
CC1CCCCN1Cc1c(C#N)c2ccccc2n1C (centres undefined)	2	2	7	-3	0.2	-0.7	-18	3	-2
NC(=O)C1=CN(Cc2ccc(Cl)cc2)CCC1C(F)(F)F (centres undefined)	-6	-2	0	4	0.2	-1.3	-3	-2	4
